PLAP inhibition – PLAP enzyme inhibitors, biochemical, luminescence, HTS (AID 690); purified PLAP, luminescent substrate; higher % means a stronger effect; inhibition, % at 20 µM, or IC50 in µM where a hit was titrated; 96,000 compounds, 0.08% hits; in the data active = a potency from the dose series; inactive = the rest, 99 in 100 with inhibition below about 30%; note: strong numbers were not always called active
Bcl-B displacement – displacers of TR3 peptide from Bcl-B, primary screen, selectivity assay for Bfl-1 inhibitor project, biochemical, fluorescence polarization | FP displacement of FITC-TR3 peptide from Bcl-B; higher % means a stronger effect | displacement, % at 20 µM; hits with a dose series show IC50 in µM | 96,000 compounds, 0.11% hits | AID 748, 2007;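 active = displacement above 50% at 20 µM plus a fluorescence interference ratio under 1.5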;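 note: plate controls were wells without compound for no effect and wells lacking Bcl-B protein for full effect; a part of the inactive calls stands beside numbers as strong as those of hits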
MRP resist rev – reversal of MRP1-mediated doxorubicin resistance, primary screen, H69AR cells, doxorubicin co-treatment; H69AR cells + 2 uM doxorubicin, CellTiter-Glo, 72 h; 85,000 compounds, 0.04% hits; differential viability (reversal), % at 10 µM; AID 602, 2007;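 active = viability drop by adding the cancer drug above about 55%, with treated viability meeting a 40% cutoff, limit read from the data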;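 note: viability without doxorubicin minus viability with 2 µM doxorubicin for each compound; larger differential means the compound sensitizes cells more to doxorubicin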
IL1B NFkB pot – enhancers of NFkB p65 translocation in HUVEC – imaging, IL-1B stimulus, high-content imaging, primary screen | HUVEC IL-1B NFkB p65 nuclear translocation imaging | activation, % at 2 µM | 94,000 compounds, 0.3% hits | AID 819, 2007;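 active = activation above 40%, about the mean plus 3 SD, also judged a hit on visual image review; inconclusive = activation above 40% but not a hit on visual review; inactive = activation not above 40% and no visual hit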;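 note: percent activation is computed from the nuclear over cytoplasmic p65 intensity ratio; values of inactives mirror those of a sister screen read the other way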
NFkB transloc inh – inhibitors of IL-1B driven NFkB p65 nuclear import, primary screen, imaging, HUVEC, IL-1B stimulus, high-content imaging; AID 796, 2007; inhibition, % at 2 µM; 94,000 compounds, 0.43% hits; HUVEC IL-1B NFkB p65 nuclear translocation imaging;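 active = inhibition above about 30% together with a positive call from visual inspection of the well image, limit read from the data; inconclusive = inhibition above a set limit but visual check negative; inactive = inhibition not above a set limit, visual check negative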;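 note: nuclear over cytoplasmic p65 intensity ratio measured by imaging; 0% = IL-1B stimulated DMSO wells and 100% = unstimulated DMSO wells; values of inactives mirror those of a sister screen read the other way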
MRP resist rev cytotoxicity – recorded beside MRP resist rev, whose call it bears; viability, %; H69AR cells, CellTiter-Glo, 72 h; measured here: cytotoxicity without doxorubicin
MRP resist rev with doxorubicin – second read-out of MRP resist rev, no call of its own (marks repeat the call); viability, %; measured here: viability with 2 uM doxorubicin; active compounds read low
NFkB transloc inh cell count 2 µM – further read-out of NFkB transloc inh, marked with its call; cell count; measured here: cells passing quality filter;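 raw number of nuclei counted in each imaged well without normalization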
IL1B NFkB pot cell count 2 µM – further read-out of IL1B NFkB pot, marked with its call; cell count; measured here: cells passing quality filter
Starred values were filed as active, the others as inactive; ? = inconclusive; . = not tested or not shown.

Results follow in this order: PLAP inhibition | Bcl-B displacement | MRP resist rev | MRP resist rev cytotoxicity | MRP resist rev with doxorubicin | IL1B NFkB pot | IL1B NFkB pot cell count 2 µM | NFkB transloc inh | NFkB transloc inh cell count 2 µM
O=C(O)CSc1nc(-c2ccccc2)cc(=O)[nH]1
→ 10% | 18% | . | . | . | 26 | 147 | -26 | 147
CCCCn1c(C(C)NC(=O)CCC)nc2ccccc21 (stereo not given)
→ -33% | -5% | 16 | 101 | 85 | -6 | 150 | 6 | 150
CCOc1ccc(CNC23CN4CN(CN(C4)C2)C3)cc1
→ 19% | -5% | -8 | 85 | 93 | 5 | 119 | -5 | 119
Cc1c(Br)cc(C(=O)NCCCN2CCOCC2)c(C)c1C
→ -12% | -7% | -4 | 91 | 96 | 2 | 103 | -2 | 103
O=C(CN1C(=O)CSC1=O)c1ccccc1
→ -4% | -8% | -3 | 87 | 90 | 21 | 75 | -21 | 75
O=C(NCCc1c[nH]c2ccccc12)C1CCN(c2nnc(N3CCCC3=O)s2)CC1
→ -43% | 0% | -20 | 80 | 100 | 1 | 82 | -1 | 82
Cc1ccccc1-n1nnnc1Sc1nnnn1-c1ccccc1
→ 26% | -2% | -2 | 3 | 4 | 25 | 163 | -25 | 163
Cc1ccc2c(c1)C(O)(CC(=O)c1cccnc1)C(=O)N2 (stereo not given)
→ 20% | -8% | -9 | 82 | 91 | 6 | 154 | -6 | 154
CN(C(=O)c1ccc(NC(=O)C2CC=CCC2C(=O)O)cc1)c1ccccc1 (stereo not given)
→ -54% | -10% | 6 | 99 | 92 | 13 | 106 | -13 | 106
CCn1nnnc1-c1ccc(OC)c(S(=O)(=O)Nc2ccc(C)c(C)c2)c1
→ -30% | 23% | 4 | 97 | 93 | 9 | 159 | -9 | 159
Cn1cccc1C(=O)NC(=O)COC(=O)c1ccc(O)cc1
→ -3% | -6% | . | . | . | -6 | 141 | 6 | 141
COC(=O)c1ccc(-c2ccc(CNCC(O)c3ccccc3)o2)cc1 (stereo not given)
→ -12% | 4% | -19 | 74 | 93 | . | . | . | .
C=C(C)COc1ccc(-c2nc(N)ncc2-c2ccc(OC)cc2)c(O)c1
→ -3% | 0% | -21 | 10 | 31 | -3 | 130 | 2 | 130
O=C(Nc1ccccc1)N1CCN(c2ccccn2)CC1
→ 1% | 10% | 0 | 89 | 89 | 8 | 186 | -8 | 186
CN(c1ccc(C(=O)Nc2ccccc2Sc2ccccc2)cc1)S(C)(=O)=O
→ -25% | 0% | . | . | . | 9 | 149 | -9 | 149
CCc1cc2c(N3CCN(c4nnc(CC)s4)CC3)ncnc2s1
→ -18% | 7% | -16 | 69 | 85 | -7 | 158 | 7 | 158
CCOc1ncccc1C(=O)OCC(=O)N1CC(=O)Nc2ccccc21
→ -1% | -4% | 3 | 97 | 94 | 15 | 217 | -15 | 217
O=C(NCc1cccs1)c1ccccc1
→ 20% | 4% | . | . | . | 11 | 148 | -11 | 148
O=C(NCc1ccccc1)c1ccc2c(c1)C(=O)N(CC1CCCO1)C2=O (stereo not given)
→ -18% | 7% | -13 | 81 | 95 | 13 | 125 | -12 | 125
c1ccc(CN2CCN(C3=Nc4cccc5cccc3c45)CC2)cc1
→ -48% | -11% | -29 | 35 | 64 | -4 | 139 | 4 | 139

No new results follow: 3 of the compounds above.
Results follow in this order: PLAP inhibition | Bcl-B displacement | MRP resist rev | MRP resist rev cytotoxicity | MRP resist rev with doxorubicin | IL1B NFkB pot | IL1B NFkB pot cell count 2 µM | NFkB transloc inh | NFkB transloc inh cell count 2 µM
O=C(NCc1cccs1)c1ccccc1
→ 20% | 4% | . | . | . | 11 | 148 | -11 | 148
O=C(NCc1ccccc1)c1ccc2c(c1)C(=O)N(CC1CCCO1)C2=O (stereo not given)
→ -18% | 7% | -13 | 81 | 95 | 13 | 125 | -12 | 125
c1ccc(CN2CCN(C3=Nc4cccc5cccc3c45)CC2)cc1
→ -48% | -11% | -29 | 35 | 64 | -4 | 139 | 4 | 139

(list continues)
Results follow in this order: PLAP inhibition | Bcl-B displacement | MRP resist rev | MRP resist rev cytotoxicity | MRP resist rev with doxorubicin | IL1B NFkB pot | IL1B NFkB pot cell count 2 µM | NFkB transloc inh | NFkB transloc inh cell count 2 µM
O=C1N[C@@H](Cc2ccccc2)C(=O)N1CCN1CCOCC1
→ 18% | -1% | 3 | 88 | 85 | 3 | 95 | -3 | 95
CC1(C)CC2CC(C)(CN2CC(=O)C(C#N)c2ccccc2)C1 (stereo not given)
→ 3% | -7% | 8 | 99 | 91 | -8 | 209 | 8 | 209
CCCCn1c2nc3ccccc3nc2c2c(=O)n(CCC(C)C)cnc21
→ 10% | -10% | -4 | 75 | 79 | -3 | 194 | 3 | 194
CCOC(=O)c1ccc(-n2c(N)c(C(=O)NCc3ccco3)sc2=S)cc1
→ -24% | 4% | 13 | 102 | 89 | 2 | 133 | -2 | 133
O=c1/c(=C\c2ccc(O)cc2)sc2n1C(c1ccccc1)C(c1ccccc1)=NN=2 (stereo not given)
→ -3% | -222% | . | . | . | 1 | 106 | 0 | 106
Cc1ccc(Nc2nc(N)nc(CN3CCCCCC3)n2)c(C)c1
→ -46% | -9% | -4 | 85 | 89 | -8 | 170 | 8 | 170
C=CCNc1sc(C(=O)C2CC2)c(N)c1C#N
→ 3% | 1% | -2 | 100 | 102 | 2 | 113 | -2 | 113
O=C(NC1CCCC1)c1sc(=S)n2c1[nH]c(=O)c1ccccc12
→ -7% | 4% | -34 | 22 | 56 | -5 | 74 | 5 | 74
c1ccc(N2CCN(c3nnnn3-c3ccccc3)CC2)cc1
→ -20% | 12% | -3 | 84 | 87 | . | . | . | .
Cc1csc(SCC(=O)Nc2ccccn2)n1
→ 11% | -7% | 4 | 92 | 89 | ? | . | -46 | 156
Cc1ccccc1C(=O)O/N=C/c1c(N2CCOCC2)n(C)c2ccccc12
→ 12% | 12% | . | . | . | 3 | 90 | -3 | 90
CC(C)(C)c1cnnn1-c1ccc(C=O)cc1
→ . | . | 2 | 98 | 95 | -5 | 115 | 5 | 115
Cc1cccc2c1CC(C)(C)N=C2C1=C(O)CC(C)(C)CC1=O
→ -24% | -4% | -33 | 55 | 88 | 12 | 145 | -12 | 145
CCCc1[nH]c(=O)c(C#N)c2c1CCCC2
→ 6% | -2% | -1 | 86 | 87 | 5 | 141 | -5 | 141
CN1CCN(C(=O)C2CCN(S(=O)(=O)c3cnc[nH]3)CC2)CC1
→ 2% | -9% | 8 | 95 | 87 | . | . | . | .
COc1ccc2c3c(c(=O)oc2c1OCC(=O)C(C)(C)C)CCCC3
→ 9% | -8% | 16 | 104 | 88 | 18 | 139 | -18 | 139
CC1(C)C=C(c2ccc(O)cc2)CC(C)(C)N1
→ 18% | 4% | 10 | 100 | 90 | -45 | 67 | 45* | 67*
O=C(C1=C(O)C(=O)N(CCN2CCOCC2)C1c1ccccn1)c1cccs1 (stereo not given)
→ -19% | -6% | 6 | 100 | 94 | -2 | 160 | 2 | 160
O=C(Nc1nncs1)c1c(F)c(F)c(F)c(F)c1F
→ 15% | -9% | -1 | 89 | 90 | -5 | 180 | 5 | 180
CCCN(CCC)S(=O)(=O)c1ccc(NS(=O)(=O)c2ccc(F)cc2)cc1
→ -27% | -17% | 2 | 84 | 83 | 2 | 162 | -2 | 162
COC(=O)c1c(NC(=O)c2cccs2)sc2c1CCCC2
→ -44% | 6% | -8 | 76 | 84 | -38 | 136 | ? | .
O=C(C1CCN(S(=O)(=O)c2cccs2)CC1)N1CCN(c2ccccc2)CC1
→ -12% | -4% | -1 | 88 | 89 | -3 | 167 | 3 | 167
COc1ccccc1NC=C1C(=O)OC(C)(C)OC1=O
→ 11% | -1% | 8 | 95 | 86 | -91 | 131 | 91* | 131*
CCOC(=O)C(C)Sc1ncc(OC)c(Sc2ccc(Cl)cc2)n1 (stereo not given)
→ -32% | -1% | . | . | . | . | . | . | .
C/C(=N\NC(=O)c1cccc(C)c1)c1ccc(N2CCOCC2)cc1
→ 4% | 12% | . | . | . | 16 | 179 | -16 | 179
COc1ccc(C(=O)N2CCCC(c3nc(-c4cccs4)no3)C2)cc1 (stereo not given)
→ -52% | -7% | . | . | . | -6 | 195 | 6 | 195
Cc1ccc(/C=C2/SC(=S)N(CCC(=O)N3CCN(c4ccccc4)CC3)C2=O)cc1
→ -19% | -3% | . | . | . | -13 | 129 | 13 | 129
COC(=O)c1ccccc1NC(=S)NC(=O)COc1ccc(C)cc1
→ . | . | . | . | . | -2 | 114 | 2 | 114
O=C(Nc1ccc(N2CCN(C(=O)c3ccco3)CC2)cc1)c1ccc(F)cc1
→ -5% | 2% | -16 | 43 | 59 | . | . | . | .
CCOC(=O)c1cc(OC(=O)c2ccccc2)n(-c2ccccc2)n1
→ 2% | -5% | 7 | 92 | 84 | 19 | 168 | -19 | 168
CCOC(=O)c1sc(N2C(=O)C(O)=C(C(=O)c3ccco3)C2c2ccccc2)nc1C (stereo not given)
→ . | . | . | . | . | -12 | 165 | 12 | 165
CNc1nnc(CSc2nc3ccccc3s2)s1
→ . | . | 12 | 87 | 75 | 15 | 149 | -15 | 149
CC1CCc2c(sc3ncnc(N4CCOCC4)c23)C1 (stereo not given)
→ -11% | -3% | 8 | 94 | 86 | 9 | 78 | -9 | 78
COc1ccc(O)c(C2NC(CC(C)C)(C(=O)O)C3C(=O)N(Cc4ccccc4)C(=O)C23)c1 (stereo not given)
→ -60% | -5% | -7 | 97 | 104 | . | . | . | .
O=C(Nc1cccc(C(F)(F)F)c1)c1cccnc1
→ -3% | -4% | . | . | . | 14 | 126 | -14 | 126
Cc1cccc(Cc2cnc(NC(=O)c3ccc(C)o3)s2)c1
→ -38% | -9% | 9 | 72 | 64 | 27 | 170 | -27 | 170
CC1(CCc2ccc3c(c2)OCO3)NC(=O)c2ccccc2N1 (stereo not given)
→ . | . | . | . | . | 5 | 157 | -5 | 157
O=C(CCc1ccccc1)Nc1cccc(-c2nnc(-c3ccco3)o2)c1
→ 15% | -1% | -3 | 52 | 56 | -6 | 78 | 6 | 78
COCCn1c(C)cc(C(=O)COC(=O)CCc2ccc(S(=O)(=O)N3CCOCC3)cc2)c1C
→ -51% | 17% | 17 | 99 | 82 | 0 | 99 | 0 | 99
COc1ccccc1NC(=O)CSc1nnc(C2CCCCC2)o1
→ -72% | -2% | . | . | . | . | . | . | .
CC(C)C(CC(=O)NCc1ccco1)c1ccco1 (stereo not given)
→ -54% | 20% | -1 | 91 | 92 | 2 | 128 | -2 | 128
COc1ccc(C2Nc3ccccc3C(=O)N2Cc2ccco2)cc1COc1ccc(F)cc1 (stereo not given)
→ . | . | -3 | 75 | 79 | 7 | 140 | -7 | 140
O=C(CSc1n[nH]c(-c2ccccc2)n1)Nc1ncc(Br)cc1Br
→ -43% | -22% | 7 | 92 | 84 | . | . | . | .
CC(C)OC(=O)NCCOC(=O)Nc1cccc(Cl)c1
→ 2% | -13% | 7 | 100 | 93 | 12 | 184 | -12 | 184
O=C(NC1=NCCS1)[C@H](Cc1ccccc1)N1C(=O)c2ccccc2C1=O
→ -31% | -5% | . | . | . | 36 | 154 | -36 | 154
O=C(O)CC1=C(O)C(=O)N(c2ccccc2)C1c1ccc(Br)cc1 (stereo not given)
→ -10% | 6% | 8 | 94 | 86 | 2 | 173 | -2 | 173
Cc1nc(SCC(=O)c2ccc(F)cc2)c([N+](=O)[O-])[nH]1
→ -6% | -8% | . | . | . | 5 | 155 | -6 | 155
O=C(CCC(=O)OCc1ccc(Cl)cc1)Nc1cccc([N+](=O)[O-])c1
→ -17% | -3% | . | . | . | 7 | 216 | -7 | 216

This is a subset; the hit share may differ from the screen's.
